# Screens from PubChem BioAssay.
# Thrombin inh – blocks human thrombin protease activity; alpha-thrombin, Boc-VPR-AMC fluorogenic substrate cleavage; P00734; AID 1046; actives 0.26% (n = 220,000); inhibition, % at 5 µM;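 active means inhibition at or above 40%; inactive means inhibition below 40%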;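 further: 0% = enzyme with no compound and 100% = wells without enzyme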
#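 Material: human alpha-thrombin protein. Incubation: reaction at ambient temperature. Technique: fluorescence of released AMC, ex 355 nm, em 460 nm. Control set: no-compound enzyme wells and no-enzyme blanks. Also added: Boc-VPR-AMC substrate, 15 µM final. Buffer or medium: pH 7.5 Tris (50 mM) with NaCl 150 mM, Tween 20 0.05%.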
# hK5 inh – kallikrein 5 (human) inhibition. inhibition, % at 5 µM. actives 0.59% (n = 210,000). recombinant hK5, fluorogenic AMC substrate cleavage. Q9Y337;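 active means inhibition of 40% or more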;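 further: 0% = enzyme controls without compound and 100% = no-enzyme blanks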
# FXIa inh – blocks human coagulation factor XIa protease activity | P03951 | purified FXIa, Boc-Glu-Ala-Arg-AMC fluorogenic substrate | inhibition, % at 5 µM | actives 0.14% (n = 220,000) | AID 798;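 active means inhibition of at least 40%; inactive means inhibition below 40%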;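 further: fluorescence of freed AMC excited at 355 nm; 0% = enzyme without compound and 100% = no enzyme blank; many of its hits are not listed in these tables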
# Target sequence (P03951 19-387 limits assumed): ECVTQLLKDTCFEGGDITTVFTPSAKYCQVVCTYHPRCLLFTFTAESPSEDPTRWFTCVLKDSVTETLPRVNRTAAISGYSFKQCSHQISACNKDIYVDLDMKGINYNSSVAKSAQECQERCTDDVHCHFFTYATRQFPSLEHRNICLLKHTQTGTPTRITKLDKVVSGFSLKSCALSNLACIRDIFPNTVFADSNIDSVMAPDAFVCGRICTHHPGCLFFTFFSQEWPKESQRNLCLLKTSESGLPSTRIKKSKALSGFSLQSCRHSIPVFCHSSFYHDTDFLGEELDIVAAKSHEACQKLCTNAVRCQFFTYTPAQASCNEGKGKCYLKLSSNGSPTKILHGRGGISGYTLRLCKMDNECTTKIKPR
# Target sequence (P03951 388-625 limits assumed): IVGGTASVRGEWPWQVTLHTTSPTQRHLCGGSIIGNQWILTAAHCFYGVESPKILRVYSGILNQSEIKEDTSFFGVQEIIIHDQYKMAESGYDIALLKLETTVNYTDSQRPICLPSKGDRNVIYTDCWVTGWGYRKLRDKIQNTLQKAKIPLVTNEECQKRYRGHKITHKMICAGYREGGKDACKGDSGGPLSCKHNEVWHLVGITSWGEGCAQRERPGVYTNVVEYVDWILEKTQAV
# Rad51 HR inh – Rad51 (human) homologous recombination inhibition | hRad51 DNA strand exchange, fluorescence dequenching | actives 0.085% (n = 200,000) | Q06609 | inhibition, % at 10 µM;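 active means inhibition above 40% at the single screening dose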;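 further: 0% = DMSO control wells and 100% = blanks with heterologous ssDNA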
# Target sequence (Q06609 whole entry, looked up): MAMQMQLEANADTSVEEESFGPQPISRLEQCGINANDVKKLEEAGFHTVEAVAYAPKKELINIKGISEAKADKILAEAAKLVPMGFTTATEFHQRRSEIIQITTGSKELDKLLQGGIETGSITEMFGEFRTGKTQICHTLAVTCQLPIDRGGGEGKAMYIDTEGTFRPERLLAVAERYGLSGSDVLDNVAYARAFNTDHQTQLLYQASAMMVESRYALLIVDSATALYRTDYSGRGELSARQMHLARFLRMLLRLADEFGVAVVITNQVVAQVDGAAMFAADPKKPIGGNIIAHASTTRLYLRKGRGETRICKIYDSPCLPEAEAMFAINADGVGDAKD
#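 System: hRad51 filaments on single-stranded DNA; reagent: Fluorescein- and BHQ1-tagged 47-mer duplex; compound dosing: one concentration, 10 µM final; timing: filaments 15 min 37 °C, then compound 30 min; measured by: fluorescein emission 520 nm, excitation 485 nm; benchmarks: per-plate controls and blanks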
# Hck Nef HTS – human Hck-Nef kinase inhibition | P08631 | inhibition, % at 20 µM | actives 0.68% (n = 220,000) | Recombinant Hck-YEEI plus Nef, Z-Lyte FRET kinase assay;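 active means Hck-Nef kinase inhibition above about 50%, limit read from the data; inactive means inhibition below that limit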;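 further: 0% = DMSO with Hck plus Nef and 100% = Hck alone without Nef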
# FXIIa inh 1536 – blocks human coagulation factor XIIa protease activity. purified FXIIa, Boc-QGR-AMC fluorogenic substrate, 2 h. actives 0.3% (n = 220,000). P00748. inhibition, % at 5 µM; in the data active means inhibition above about 40%;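 further: 0% = enzyme with no compound and 100% = blank without enzyme; many of its hits are not listed in these tables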
# zVAD death inh – L929 zVAD cell death inhibition; L929 zVAD necroptosis rescue, ATP luminescence, 24 h; with zVAD 60 µM; viability rescue, % at 10 µM; actives 0.38% (n = 220,000); AID 1377;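 active means activation, scaled between plate controls, above about 75%, limit read from the data; inactive means activation under that limit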;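 further: 0% = zVAD with DMSO and 100% = DMSO alone without zVAD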
# KCC2 mod – modulates chloride dependent transport by human KCC2 | Q9H2X9 | KCC2 cells, thallium flux FluoZin-2 fluorescence | B-score of Tl+ flux slope (higher = more flux/activation; lower = inhibition) at 10 µM | actives 2.2% (n = 190,000) | AID 1456;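 active means thallium flux slope and its plate-corrected score both differing from the plate sample mean at a set confidence after two filtering rounds, in either direction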;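 further: slope of fluorescence scaled to starting intensity during 10 to 20 s after thallium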
# TNF death inh – inhibitors of TNF-alpha induced necroptosis in Jurkat FADD-/- cells; activation (protection from cell death), % at 10 µM; actives 0.068% (n = 220,000); Jurkat FADD-/- TNF necroptosis rescue, ATP luminescence, 24 h; 0 = TNF only, 100 = no-TNF cells;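 active means activation, meaning protection from cell death, of at least 50% relative to plate controls; inactive means activation below 50%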;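 further: necroptosis triggered by 40 ng/mL TNF-alpha added together with compound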
# * hit, by the source's call; . = not tested or not shown. Not all compounds are listed. The share of hits here may be higher or lower than overall.
# Each structure is followed by: FXIIa inh 1536, FXIa inh, Hck Nef HTS, zVAD death inh, Thrombin inh, KCC2 mod, Rad51 HR inh, TNF death inh, hK5 inh
- CCOc1ccc(-c2nnn(CC(=O)Nc3cccc(OC)c3)n2)cc1OCC
  17, -4, 2, 0.6, 2, -0.33, -2, 0.2, -16
- Cc1cccc(-n2ncc3c(NCCc4ccc(S(N)(=O)=O)cc4)ncnc32)c1
  19, 9, 2, 2.0, 2, ., -3, -1.5, 0
- Cc1ccc(CNC(=O)c2ccc3c(=O)[nH]c4c(C(=O)NCC5CCCO5)sc(=S)n4c3c2)cc1 (stereo unspecified)
  3, -7, 57*, 1.9, 3, -2, -1, 1.0, -5
- Cc1cccc(-n2c(SCC(=O)Nc3nonc3C)nnc2-c2ccoc2C)c1
  11, 14, 2, -0.3, 5, -1.5, -6, -4.2, 7
- C=CCc1ccc(OCCOCCOc2cccc3ccc(C)nc23)c(OC)c1
  15, 9, 1, 0.0, 1, -0.63, ., 1.8, 4
- C=CCn1cc(/C=N/N2C(=O)C3C4C=CC(C4)C3C2=O)c2ccccc21 (stereo unspecified)
  -5, 3, 12, 1.5, -5, -0.51, -4, 1.2, -23
- C(=N\Nc1nc(N2CCCC2)nc(N2CCCC2)n1)/c1ccccc1OCc1ccccc1
  6, -3, 7, -0.8, -10, 0.034, 9, -0.1, -9
- N#C/C(=C/c1ccc(-c2ccc(Br)cc2)o1)C(=O)NC1CCCCC1
  1, -4, 5, 5.4, -7, 0.15, -19, 3.8, -23
- CCOc1ccc(/C=N/Nc2ccc(C(F)(F)F)cc2[N+](=O)[O-])cc1O
  0, -6, -6, ., -1, 0.11, ., -1.8, -5
- COC(=O)C1CSC(C(=O)OC)N1C(=O)Nc1ccc(Cl)c(Cl)c1 (stereo unspecified)
  19, 2, -2, -0.3, 4, ., -7, -1.1, -7
- COc1cc(C(=O)Nc2nc(C)cc(C)n2)cc(OC)c1OC
  16, 5, 4, 0.9, 6, -1, -10, -0.7, 2
- CCOc1cc2[nH]c(=S)n(CCC(=O)NCc3ccc(OC)cc3)c(=O)c2cc1OCC
  3, -5, 5, 0.2, -3, ., ., -0.7, -6
- O=C(COc1ccccc1)N1CCN(S(=O)(=O)c2cccc([N+](=O)[O-])c2)CC1
  4, 1, 3, 0.8, -2, 0.22, ., 0.8, .
- CC(=O)N1CCc2cc(Br)cc(S(=O)(=O)NCCCN3CCCC(C)C3)c21 (stereo unspecified)
  12, 4, 1, 0.1, 0, 0.75, -10, 0.9, 0
- O=C(Nc1ccc(Oc2ccc(NC(=O)Nc3ccccc3Cl)cc2)cc1)Nc1ccccc1Cl
  12, 4, 9, 1.9, -3, 1.2, 4, -5.2, 6
- CCC(C)COC(=O)C(C#N)c1nc2ccccc2nc1N1CCCCC1 (stereo unspecified)
  9, 1, 2, -0.4, -4, ., 1, 0.1, -15
- Cc1ccc(S(=O)(=O)N2CCC(C(=O)N(C)C3CCS(=O)(=O)C3)CC2)cc1 (stereo unspecified)
  12, -3, 1, -0.1, 4, ., -2, 0.6, 1
- Cn1cnnc1SCC(=O)NCc1cccc(C(F)(F)F)c1
  6, 5, 10, 0.1, 0, 1.3, -5, 0.6, 8
- Cc1ccccc1-c1nc2cc(N)ccc2o1
  10, -3, -1, 1.5, -3, ., 0, -10, -36
- COC(=O)Cc1c(C)nc2nc(NCc3c(F)cccc3Cl)[nH]n2c1=O
  -5, 4, 9, -0.3, 1, 0.13, ., 0.1, -7
- CC(OC(=O)c1ccc2c(c1)C(=O)N(Cc1ccncc1)C2=O)C(=O)Nc1cccc(Cl)c1Cl (stereo unspecified)
  11, 1, 8, 1.1, -10, 0.79, -13, 1.8, -7
- CC(C)(C)c1nnc(N/N=C/c2ccccc2O)n(N)c1=O
  13, 13, 4, 49, -1, -0.13, ., -9.2, -81
- O=C(c1cc2cc(Br)ccc2oc1=O)N1CCN(c2ccccn2)CC1
  -10, -7, 5, 0.3, -5, -0.24, -2, -0.7, 0
- O=C(Cn1c(=O)oc2ccccc21)Nc1nc(-c2ccccc2)cs1
  6, -1, -1, -0.1, 1, ., -19, 0.0, -14
- OCCC1CN(Cc2ccc(C(F)(F)F)cc2)CCN1Cc1ccccc1 (stereo unspecified)
  -1, -4, 20, -0.5, -14, -0.048, 7, 4.2, -4
- Cc1[nH]n(-c2ccccc2)c(=O)c1C(C[N+](=O)[O-])c1ccc(F)cc1 (stereo unspecified)
  9, 5, 4, -0.2, -1, ., 4, 1.6, -10
- Cc1ccc(NC(=S)NCC23C=CC(O2)C2C(=O)N(c4ccc(C)cc4)C(=O)C23)cc1 (stereo unspecified)
  1, -1, -1, -0.1, -1, -0.98, 1, -3.8, -11
- CC(=O)/C(N=Nc1cc(C)ccc1O)=C(\C)O
  9, -4, 20, 11, -10, 0.23, -63, -0.4, -2
- O=C(/C=C/c1cccs1)NC(=S)Nc1ccc(S(=O)(=O)Nc2ccccc2C(F)(F)F)cc1
  2, 0, 35, 0.8, -10, -0.57, ., 0.8, -2
- Cc1ccc2[nH]c(=O)c(CN(Cc3nnnn3Cc3ccccc3)C3CCCC3)cc2c1
  16, 17, 0, 0.7, 15, 1.1, 1, -2.6, 5
- Cn1cnnc1SCc1ccc(C(=O)N=Nc2c(O)n(Cc3ccc(Cl)cc3)c3ccccc23)cc1
  6, 4, 7, 0.3, -9, -0.63, -1, -5.3, -18
- COC(=O)CSc1nc(SCc2ccc(C)cc2)nc2c1CCCC2
  5, 4, 1, 0.6, -5, ., -3, -2.5, -28
- Cc1ccc(/C=N/NC(=O)CSc2nc3ccccc3o2)cc1
  10, 6, 3, ., -7, 0.34, -3, 0.8, -14
- Cc1nc(C)c(CCNC(=O)c2cccc(Cl)c2)s1
  5, -1, -1, 2.2, -5, -1.5, -7, 2.6, -3
- CSc1nc2c(c(=O)[nH]1)CCCC2
  -1, -7, -20, 0.0, -12, -0.15, -1, -0.3, -2
- CCC(=O)N1CCc2cc(S(=O)(=O)NC(C(=O)N3CCc4ccccc4C3)C(C)C)ccc21 (stereo unspecified)
  17, 6, 1, 0.1, 7, 0.57, -4, -3.7, -18
- Cc1cc(C)c2c(N)c(C(=O)c3ccc(Cl)cc3Cl)sc2n1
  5, 4, 2, 0.3, 0, 0.85, -2, -2.1, -16
- CCOC(=O)/C(C#N)=C1/SC(CCO)C(=O)N1c1ccccc1 (stereo unspecified)
  21, 9, 54*, 14, 1, 0.66, -4, 0.6, -15
- COc1ccc(C(=O)NNC(=O)CSc2nnc(COc3ccccc3)n2C)cc1
  12, 3, -1, -0.4, -1, ., 0, -2.1, -9
- Cc1ccccc1-c1nnc(SCC(=O)Nc2ccc3c(c2)OCCO3)n1N
  10, 2, 0, 3.9, -6, ., 7, 0.5, -14
- CC(C)C(NS(=O)(=O)c1ccc2c(c1)oc(=O)n2C)C(=O)N1CCN(c2ccccc2F)CC1 (stereo unspecified)
  1, -9, 0, 0.4, -7, 0.31, 2, -0.5, -6
- Cc1cccc(NC(=O)c2cnc3sccn3c2=O)c1C
  9, -2, 1, 0.8, -5, -0.25, -1, -1.5, 4
- COC(=O)[C@@]1(Cc2ccc(F)cc2)[C@H]2c3cc(C(=O)N(C)C)n(Cc4nc5ccccc5[nH]4)c3C[C@H]2CN1C(=O)c1ccccc1
  12, 7, -2, 3.9, 4, 0, 0, -0.3, 0
- O=C(CSc1n[nH]c(-c2cccs2)n1)NCc1cccs1
  5, -8, 2, -0.1, -7, -0.068, 1, -3.1, -5
- O=C(NCCCO)Nc1ccc2nc(-c3ccco3)c(-c3ccco3)nc2c1
  21, 5, 2, 0.4, -1, ., ., -1.6, -16
- Cn1cnc([N+](=O)[O-])c1NC(C)(C)C
  8, -8, 1, -0.6, 0, -0.69, 12, 0.2, -4
- COc1ccc(C(=O)Nc2ccc(NC(=O)c3cnccn3)cn2)cc1
  33, 19, -1, 0.1, 4, 0.79, 4, -1.0, 7
- CCN(Cc1cc2ccccc2[nH]c1=O)S(=O)(=O)c1ccccc1
  12, 1, 1, -0.1, -2, ., 7, -2.8, -4
- COc1ccccc1CN(CC(=O)NCc1ccc2c(c1)OCO2)C(=O)c1ccc2c(c1)OCCO2
  3, -5, -10, 1.8, 0, -1, 5, -0.4, 0
- O=C(N/N=C/c1cc2c(cc1Cl)OCO2)c1ccncc1
  -1, -9, 4, -0.6, -9, -1, ., -2.1, -19
- Cc1ccc(-n2c(O)c(C=Nc3cc(C)on3)c3ccccc3c2=O)c(C)c1
  6, 5, 5, -0.5, 0, -0.23, 3, -1.1, -10
- Nc1nc2nccc(-c3ccccn3)n2n1
  6, -5, 23, 2.8, -16, 2.5, -11, 0.1, -11
- Nc1nc(SCC(=O)N2N=C3/C(=C/c4ccco4)CCCC3C2c2ccco2)n[nH]1 (stereo unspecified)
  18, 5, 4, 2.4, 0, 0.0048, -3, -2.4, -7
- Cc1ccc2ccccc2c1NC(=O)Cn1nnc(-c2cccnc2)n1
  6, -1, 23, 2.0, -7, -1.2, -2, 0.9, -1
- Cc1ccc(C(=O)NC(=S)Nc2ccccc2C(F)(F)F)cc1C
  5, -2, 0, 0.5, -5, ., 1, -1.8, -11
- Cc1nnc(SCC(=O)Nc2ccc3c(c2)OCO3)n(N)c1=O
  12, 1, 7, -0.6, 0, -1.1, ., 1.0, 19
- Cc1ccc(-c2n[nH]c(=O)c3ccccc23)cc1S(=O)(=O)Nc1ccccc1
  5, -3, 1, 2.2, -6, -1.5, 0, -2.8, -4
- O=[N+]([O-])c1ccccc1N/N=C1\CC2CC=CC12 (stereo unspecified)
  12, 1, -1, 2.6, 0, 0.52, 5, -0.6, 2
- N#CC(C(=O)NC1CCCCC1)c1nc2ccccc2nc1N1CCN(c2ccccc2F)CC1 (stereo unspecified)
  18, 2, -3, 0.5, -2, 0.74, ., -0.4, 0
- COc1ccccc1C(=O)Nc1ccc(C2=NNC(=O)CC2C)cc1 (stereo unspecified)
  1, -3, 4, 5.6, -4, -0.077, ., -1.5, -5

# Next structures follow.
# Each structure is followed by: FXIIa inh 1536, FXIa inh, Hck Nef HTS, zVAD death inh, Thrombin inh, KCC2 mod, Rad51 HR inh, TNF death inh, hK5 inh
- Cn1c(=O)[nH]c(=O)c2c1nc(N1CCNCC1)n2Cc1cccc2ccccc12
  5, 8, 0, 1.8, 15, -1.8, 1, -1.0, 24
- O=C(Nc1ccc(CN2CCS(=O)(=O)CC2)cc1)c1ccccc1
  3, 2, 21, 1.4, 0, 0.39, 11, 5.9, 4
- Cc1nc(CCNC(=O)Cc2ccc(Cl)cc2)cs1
  12, 0, 2, 0.6, -3, ., 4, 3.1, 1
- CS(=O)(=O)C1=C(O)C(=O)N(c2ccccc2)C1c1ccccc1 (stereo unspecified)
  15, 3, -3, 1.2, 4, 0.83, -2, 0.4, 18
- O=c1c2ccccc2nc2n1CCCN2
  1, -6, 22, 3.8, -13, -0.15, -3, 0.7, -5
- CCC1(C)Cc2c(sc3c2c(=O)n(C)c2nnc(SCc4ccccc4)n32)CO1 (stereo unspecified)
  13, 3, 6, -0.3, 1, -0.18, -1, -1.5, -12
- Cc1ccc(-c2nn(-c3ccccc3)cc2CSC(=N)N)cc1
  -17, -20, 2, 17, -9, 0.95, 7, -25, -3
- CCCSc1nc(N)nc(-c2cccs2)c1C#N
  10, 2, 16, 2.0, -2, -0.28, 10, -3.3, -17
- CCOC(=O)C(=O)N/N=C/c1ccco1
  -2, 1, -1, 0.6, -4, 1.5, -14, 1.4, 1
